Bcl-B Bim block: human Bim-Bcl-B interaction inhibition | bead-based flow cytometry, Bim peptide-Bcl-B binding | actives 0.073% (n = 190,000) | inhibition, % at 10 µM | Q9HD36 | AID 951;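 also: 0% = tracer peptide without compound and 100% = reference inhibitor peptide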
Bim-Bcl-W: disrupts Bim peptide binding to human Bcl-W. Q92843. bead-based flow cytometry. inhibition, % at 10 µM. actives 0.02% (n = 190,000);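 also: 0% = bound tracer without compound and 100% = peptide blocker; higher means less fluorescent Bim peptide bound to Bcl-W beads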
Bim-Bcl-XL: disrupts Bim peptide binding to human Bcl-XL. Q07817. bead flow cytometry, fluorescence. inhibition, % at 10 µM. actives 0.04% (n = 190,000). AID 1007
Target sequence (Q07817 whole entry, looked up): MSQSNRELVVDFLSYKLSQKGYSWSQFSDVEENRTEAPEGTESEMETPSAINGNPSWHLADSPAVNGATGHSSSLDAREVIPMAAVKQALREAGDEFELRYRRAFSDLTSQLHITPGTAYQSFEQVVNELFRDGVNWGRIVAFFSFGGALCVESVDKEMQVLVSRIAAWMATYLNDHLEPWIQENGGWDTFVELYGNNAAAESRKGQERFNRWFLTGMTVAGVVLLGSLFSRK
RGS4-Gao reg: human RGS4-Galphao interaction regulation. P09471. Multiplexed bead flow cytometry, RGS4-Galphao binding; actives lie on both sides. binding response (% of control), % at 10 µM. actives 0.33% (n = 220,000). AID 1415; in the data active = binding response below about 49% or above about 150%; inactive = in between;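 also: fluorescent Galphao activated with aluminum fluoride binding bead-coupled RGS4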
ABCB1 inh: blocks JC-1 efflux by human ABCB1 transporter; AID 1326; actives 0.067% (n = 190,000); inhibition, % at 6.6 µM; CCRF-Adr cells, flow cytometry; P08183; in the data active = inhibition above about 40%;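 also: 0% = vehicle and 100% = reference inhibitor; higher value means more JC-1 retained so stronger ABCB1 efflux block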
GSH bead fluor: compound fluoresces at 488/530 nm on GSH beads; GSH beads flow cytometry, compound fluorescence 488/530 nm; stronger effect = higher value; fluorescence (KMESF) at 10 µM; actives 0.25% (n = 190,000); AID 1776; in the data active = fluorescence above about 89;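 also: glutathione beads carrying GST-tagged Bcl family fusion proteins plus one bare bead set; values are compound well signal with DMSO vehicle wells as background; inactives centre near 16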
ABCG2 inh: inhibitors of human ABCG2 transporter, ABCB1 counter-screen; Q9UNQ0; IgMXP3 cells, JC-1 efflux, flow cytometry; inhibition, % at 6.6 µM; actives 0.1% (n = 190,000); AID 1325;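 active = inhibition above 80%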;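 also: 0% = DMSO and 100% = nicardipine control wells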
Target sequence (Q9UNQ0 whole entry, looked up): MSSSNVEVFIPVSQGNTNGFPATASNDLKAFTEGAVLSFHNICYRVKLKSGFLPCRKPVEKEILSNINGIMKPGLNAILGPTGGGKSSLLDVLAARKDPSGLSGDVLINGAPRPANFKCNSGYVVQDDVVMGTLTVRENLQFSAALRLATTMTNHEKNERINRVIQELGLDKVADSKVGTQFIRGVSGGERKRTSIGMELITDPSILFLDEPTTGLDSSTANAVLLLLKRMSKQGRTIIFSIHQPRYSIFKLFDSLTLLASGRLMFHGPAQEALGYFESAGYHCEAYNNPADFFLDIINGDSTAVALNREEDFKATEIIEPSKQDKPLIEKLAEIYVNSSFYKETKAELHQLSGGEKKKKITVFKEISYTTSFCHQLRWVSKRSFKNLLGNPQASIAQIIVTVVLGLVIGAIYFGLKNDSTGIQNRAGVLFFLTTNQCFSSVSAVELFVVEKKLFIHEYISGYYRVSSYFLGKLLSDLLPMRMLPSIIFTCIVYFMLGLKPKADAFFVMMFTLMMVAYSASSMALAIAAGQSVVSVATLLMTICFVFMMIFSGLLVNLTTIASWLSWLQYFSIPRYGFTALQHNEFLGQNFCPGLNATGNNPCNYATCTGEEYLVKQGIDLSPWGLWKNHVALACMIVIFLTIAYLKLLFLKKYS
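Incubation: cells with compound and JC-1, 10 min at 25 °C, rotating, no wash / Test system: IgMXP3 (ABCG2) plus far-red-tagged CCRF-Adr (ABCB1) cells / Compound dosing: one concentration, 6.6 µM final / Also added: JC-1 fluorescent substrate / Evaluation: efflux inhibition in percent versus controls / Detection: flow cytometry, 530 nm JC-1 signal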
Bim-Bfl-1: inhibitors of Bim-Bfl-1 interaction, human; Q16548; Bead-based flow cytometry, Bim-Bfl-1 binding inhibition; AID 1008; inhibition, % at 10 µM; actives 0.12% (n = 190,000);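 also: 0% = wells without compound plus tracer and 100% = blocker peptide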
RGS8-Gao reg: regulators of human RGS8-Galphao interaction. multiplexed bead flow cytometry, RGS8-Galphao binding; actives lie on both sides. response (percent of control binding), % at 10 µM. actives 0.34% (n = 220,000). AID 1423; in the data active = response below about 60% or above about 140%; inactive = in between;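 also: Galphao activated as the GDP aluminium fluoride complex binding bead-coupled RGS8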
RGS7-Gao: human RGS7-Galphao interaction regulation | P09471 | Multiplexed bead flow cytometry, RGS7-Galphao binding; actives lie on both sides | binding response (% of control), % at 10 µM | actives 0.35% (n = 220,000) | AID 1439; in the data active = binding response below about 49% or above about 150%; inconclusive = no clear call, values can overlap the other calls; inactive = in between;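 also: fluorescent Galphao held in activated GDP-AlF4 state binding bead-coupled RGS7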
Bcl-2 Bim block: inhibitors of Bim-Bcl-2 interaction, human; actives 0.06% (n = 190,000); P10415; AID 950; Bead-based flow cytometry, Bim peptide-Bcl-2 binding; inhibition, % at 10 µM; in the data active = inhibition above about 40%; inconclusive = no clear call, values can overlap the other calls;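 also: 0% = no compound wells with probe peptide and 100% = reference peptide inhibitor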
* marks the source's active call; other numbers are inactive results; ? = inconclusive; [ ] = dose if it differs, or a comment. Rule as the data show it, unless noted: active = inhibition above about 40%. No enrichment for hits; about 1.1% have a hit in one of these screens.

SMILES	Bcl-B Bim block	Bim-Bcl-W	Bim-Bcl-XL	RGS4-Gao reg	ABCB1 inh	GSH bead fluor	ABCG2 inh	Bim-Bfl-1	RGS8-Gao reg	RGS7-Gao	Bcl-2 Bim block
O=C(COC(=O)CNC(=O)C1CCCCC1)Nc1ccc2ccccc2c1	-10	-2	-7	103	0.5	23	26	-20	102	104	-13
Cc1cc2oc(=O)cc(Cn3nnc(-c4ccc(Cl)cc4)n3)c2cc1C(C)C	-9	-5	-7	95	0.6	15	3	-9	97	91	-9
COc1ccc(CN(C)CC(=O)NC2CCCc3ccccc32)cc1OC (stereo not given)	0	-2	-2	103	-0.3	13	3	1	103	104	3
COc1ccc(C2=[N+](C)CCn3cccc32)c(OC)c1	-4	2	2	160*[activator]	0.3	10	5	0	124	142	4
Nc1cc(F)ccc1N1CCCCCC1	0	3	0	103	-0.2	11	0	4	104	102	4
CC1(C)CC(=O)C2=C(C1)NC(=O)NC2c1ccccc1 (stereo not given)	-1	-1	-3	104	1.1	15	4	-2	103	104	2
O=C(COC(=O)c1c2ccccc2cc2ccccc12)NCC(F)(F)F	-5	-3	-2	98	-6.1	22	11	0	101	99	-3
O=c1c2ccccc2n2cnnc2n1-c1ccccc1	-1	-1	3	108	0.7	15	5	-2	102	105	-1
C/C(=C\c1ccccc1)C(=O)Nc1ccc(S(=O)(=O)Nc2ncccn2)cc1	0	-1	-5	96	0.5	16	1	-5	101	101	1
CCOc1ccc(Cl)cc1CSc1ncn[nH]1	0	0	0	95	0.9	5	10	0	94	92	0
Cn1c(SCc2ccc(Br)cc2)nc2c(c1=O)SCC2	0	-1	-3	84	0.5	11	1	-3	91	89	0
C=CCn1c(SCC(=O)c2[nH]c(C)c(C(C)=O)c2C)nnc1-c1ccncc1	-6	-4	-11	120	-0.1	29	1	-10	114	128	-10
CCCCn1nc2cc(C(=O)N(CC)c3ccc(OC)cc3)ccc2c1OCC	-6	1	-3	100	0.5	57	3	-7	103	102	-3
COc1ccc(-c2nnc(SCC(=O)NC(C)c3ccccc3)o2)cc1 (stereo not given)	-4	0	-3	105	-2.3	24	0	-8	102	104	-6
CCS(=O)(=O)N1CCN=C1SCc1cccnc1	-6	-5	-5	103	0.9	20	6	-7	102	103	-1
O=C(O)C1CCCN1c1ncccn1 (stereo not given)	-1	0	-1	94	0.2	9	1	0	98	94	-2
Cc1ccc(C)c(C2=CSC3=NCCN23)c1	8	5	6	87	0.1	56	0	9	83	88	7
O=S(=O)(c1ccccc1)N(Cc1ccccc1)c1ccccn1	-4	0	-7	100	0.4	13	4	-15	101	98	-4
Cc1nn(CC(=O)N2CCOCC2)c(C)c1[N+](=O)[O-]	0	0	0	107	0.3	25	1	-3	105	105	0
CCS(=O)(=O)C(=C1Nc2ccccc2N1)S(=O)(=O)CC	-6	-4	-6	101	0.0	12	2	-1	101	99	-3
CCn1cc(SCC(=O)Nc2cc(C)on2)c2ccccc21	-6	1	-4	104	-2.1	24	-1	-8	102	103	-9
Cn1c(=O)c2c(nc(SCC(=O)c3ccc(F)cc3)n2C)n(C)c1=O	-7	-1	-6	103	-0.7	16	-1	-7	104	107	-7
Cc1cc(NC(=S)NC(=O)c2ccco2)c2ccccc2n1	-3	0	0	99	-0.8	16	1	-5	100	103	-1
COc1ccc(S(=O)(=O)N2CCOCC2)cc1NC(=O)CCc1c[nH]c2ccccc12	-8	-5	-4	99	-0.6	16	0	-8	99	?	-4
Cc1ccc(OCC(=O)Nc2nnn(C)n2)c(C)c1	-2	0	-4	100	0.4	6	3	8	99	104	0
CCOC(=O)C1C(c2ccccc2)C(C(=O)OCC)S(=O)(=O)C(CCN(CC)CC)S1(=O)=O (stereo not given)	-3	0	2	98	0.9	24	1	-1	106	93	-4
CC(C)OC(=O)c1c(NC(=O)CCn2nnc3ccccc32)sc2c1CCCC2	-7	2	-4	99	0.9	21	5	-4	99	105	-3
COC(=O)c1nn(-c2nc(-c3ccc(OC)c(OC)c3)cc(C(F)(F)F)n2)cc1[N+](=O)[O-]	-5	0	-1	98	0.4	11	7	-2	101	101	0
COc1ccc(C(=O)Nc2ccc(-c3ccc(C)o3)cc2)cc1S(=O)(=O)N1CCOCC1	17	22	31	100	-0.5	4	-2	13	99	107	14
O=c1cc2c(nn1Cc1c(Cl)cccc1Cl)-c1ccccc1CC2	-8	1	-11	108	0.2	32	0	-9	103	107	-12
CN1CCC(=NNC(=O)C(=O)Nc2cccc(Br)c2)CC1	1	0	0	91	-0.2	21	0	8	99	99	6
COc1ccccc1NC(=O)COc1cc(Br)c(CNCCCN2CCOCC2)cc1OC	0	1	0	105	0.2	22	1	-5	107	109	0
O=C(Nc1ccc(NC(=O)C2CC2)nc1)c1cnccn1	-7	-3	-3	99	0.0	23	1	-9	102	102	-4
O=C(CSc1nnc(Cc2cc(=O)[nH]c(=O)[nH]2)n1-c1ccc(Cl)cc1)NCC1CCCO1 (stereo not given)	-1	-3	-4	101	-0.1	35	10	-7	104	103	0
O=S(=O)(Nc1ccncc1Cl)c1ccccc1	-8	-3	-8	99	0.8	22	8	-11	99	100	-9
Cc1ccc(C)c(N2CCN(S(=O)(=O)c3ccc4[nH]c(=O)c(=O)[nH]c4c3)CC2)c1	1	0	-2	94	0.2	7	2	-1	95	95	-2
Cn1nnnc1SCC(=O)NCC(=O)c1ccccc1	-14	-4	-13	101	0.9	25	7	-14	101	102	-13
O=C(O)c1ccc(NC(=S)Nc2ccccc2)cc1	-6	-4	-4	105	-0.9	4	0	-1	105	104	0
COc1ccccc1OCC(O)Cn1c(=N)n(Cc2ccccc2)c2ccccc21 (stereo not given)	-5	-1	-6	100	0.5	25	2	-7	102	99	-2
Cc1ccc(C(C(=O)NC2CCCC2)N(C(=O)CNC(=O)c2cccs2)c2cccnc2)o1 (stereo not given)	1	2	2	102	0.8	15	12	4	103	102	5
CCOc1cc(C2c3c(n[nH]c3C)C(=O)N2c2ccc(Br)cc2)ccc1O (stereo not given)	-8	0	-9	99	0.1	5	2	-8	100	98	-1
COc1ccc2oc(C(=O)c3ccccc3)c(N)c2c1	-2	1	2	91	0.6	11	8	-3	94	94	-4
Cc1nn(Cc2cccc(C(=O)Nc3ccn(Cc4ccccc4)n3)c2)c(C)c1[N+](=O)[O-]	-7	3	-3	103	10	16	5	-13	102	102	-1
Cc1cc(C)c(NC(=O)COc2ccccc2C(=O)Nc2ccc3c(c2)oc2ccccc23)c(C)c1	-19	1	-8	104	0.1	57	0	-8	103	103	-6
CN(C)c1nc2c(c(=O)[nH]c(=O)n2C)n1Cc1ccc(F)cc1	-9	-1	-2	96	0.7	25	8	-8	100	93	-7
O=C(CCc1nc(-c2ccccc2Cl)no1)NCc1ccco1	-2	0	-1	96	-0.2	15	15	-6	97	?	-4
C/C(=C\C(=O)c1ccc(Br)cc1)NCc1ccc2c(c1)OCO2	-3	-1	1	103	0.0	14	1	0	102	102	0
COc1ccc(-c2cc(C(=O)NN)[nH]n2)cc1	-5	-4	-9	96	-0.6	15	2	-4	85	91	-9
O=C(CNC(=O)/C(=C\c1ccccc1)NC(=O)c1ccc(Br)cc1)OCc1ccccc1	-9	-4	-10	98	0.2	24	1	-13	99	96	-12
O=C(NN1C(=O)c2ccc3c4c(ccc(c24)C1=O)CC3)c1ccc(Br)cc1	-2	0	-2	103	-0.3	17	-2	-5	101	98	-2
COc1ccc(OC)c(NC(=O)CN(C)CC(=O)Nc2ccccc2Br)c1	0	-2	-1	98	2.2	11	11	-7	104	104	-1
CNC(=O)CN1C(=O)c2ccccc2S1(=O)=O	-5	0	-2	93	1.8	17	8	-10	94	88	-6
COc1ccc(CCNc2oc(COc3ccccc3F)nc2C#N)cc1OC	-12	-3	-7	100	1.6	29	33	-19	100	98	-12
O=C1Nc2ccccc2OCc2c1cccc2[N+](=O)[O-]	-3	-4	-6	96	0.3	28	7	-4	99	96	-3
O=C(COC(=O)c1cccnc1Nc1cccc(C(F)(F)F)c1)NCc1ccc2c(c1)OCO2	-4	0	-2	100	0.0	22	1	-9	99	101	-9
O=C(O)CN1CCN(Cc2ccc(F)cc2Cl)C1=O	-5	-6	-2	103	0.9	18	3	-2	105	104	0

By substructure, the entries above with bromine.
SMILES	Bcl-B Bim block	Bim-Bcl-W	Bim-Bcl-XL	RGS4-Gao reg	ABCB1 inh	GSH bead fluor	ABCG2 inh	Bim-Bfl-1	RGS8-Gao reg	RGS7-Gao	Bcl-2 Bim block
Cn1c(SCc2ccc(Br)cc2)nc2c(c1=O)SCC2	0	-1	-3	84	0.5	11	1	-3	91	89	0
CN1CCC(=NNC(=O)C(=O)Nc2cccc(Br)c2)CC1	1	0	0	91	-0.2	21	0	8	99	99	6
COc1ccccc1NC(=O)COc1cc(Br)c(CNCCCN2CCOCC2)cc1OC	0	1	0	105	0.2	22	1	-5	107	109	0
CCOc1cc(C2c3c(n[nH]c3C)C(=O)N2c2ccc(Br)cc2)ccc1O (stereo not given)	-8	0	-9	99	0.1	5	2	-8	100	98	-1
C/C(=C\C(=O)c1ccc(Br)cc1)NCc1ccc2c(c1)OCO2	-3	-1	1	103	0.0	14	1	0	102	102	0
O=C(CNC(=O)/C(=C\c1ccccc1)NC(=O)c1ccc(Br)cc1)OCc1ccccc1	-9	-4	-10	98	0.2	24	1	-13	99	96	-12
O=C(NN1C(=O)c2ccc3c4c(ccc(c24)C1=O)CC3)c1ccc(Br)cc1	-2	0	-2	103	-0.3	17	-2	-5	101	98	-2
COc1ccc(OC)c(NC(=O)CN(C)CC(=O)Nc2ccccc2Br)c1	0	-2	-1	98	2.2	11	11	-7	104	104	-1

High-throughput results deposited in PubChem BioAssay by NMMLSC.
